# sdo1 growth = restores growth of sdo1-depleted yeast. S. cerevisiae sdo1-depleted JHY4D growth rescue, OD600 30 h; active compounds read high; pdr5 snq2 efflux-pump mutant strain. z-score at 10 µM. 0.21% of 140,000 active. AID 817;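 active = z-score above 3 at both the 24 hr and the 30 hr optical density reads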;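 note: z-score against mean and SD of all compound wells on the same plate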
# Insulin prom inh = TRM-6 insulin promoter activity inhibition | 0.9% of 130,000 active | AID 1273 | TRM-6 cells (human fetal islet line), insulin promoter-eGFP reporter, imaging; reporter expression induced with tamoxifen | inhibition, % at 2 µM;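 active = inhibition above the mean plus 3 SD, with well images judged a real hit on visual review, cut at about 60% in these data, passing the limit was not always enough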
# sdo1 growth Rescue 24 h = second read-out of sdo1 growth, no call of its own (marks repeat the call); z-score; S. cerevisiae sdo1-depleted JHY4D growth rescue, OD600; measured here: growth rescue at 24 h;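 0 is the plate mean of compound wells and units are plate SD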
# Numbers without * were called inactive; nt = no result given. Compounds as they come. About 0.91% of those tested had a hit in this group.
# Start of the listing, in advance:
sdo1 growth	sdo1 growth Rescue 24 h	Insulin prom inh	SMILES
-0.27	-0.52	-16	CCOC(=O)c1ccccc1NC(=O)/C=C/c1cc(OC)c(OC)c(OC)c1
1.5	0.85	nt	CCOC(=O)Cc1csc(SCC(=O)/C(C#N)=C(\C)N)n1
nt	nt	-15	Clc1ncccc1-c1nc2ccccc2s1
0.45	1.1	5	CCC(C)C(=O)N1c2ccccc2C(=C2SC(C(=O)OC)=C(C(=O)OC)S2)C(=S)C1(C)C (stereo not given)
nt	nt	0	Cc1ccc(Cl)cc1NC(=S)N(Cc1cccnc1)Cc1ccccc1Cl

# Main list, previewed entries included:
sdo1 growth	sdo1 growth Rescue 24 h	Insulin prom inh	SMILES
-0.27	-0.52	-16	CCOC(=O)c1ccccc1NC(=O)/C=C/c1cc(OC)c(OC)c(OC)c1
1.5	0.85	nt	CCOC(=O)Cc1csc(SCC(=O)/C(C#N)=C(\C)N)n1
nt	nt	-15	Clc1ncccc1-c1nc2ccccc2s1
0.45	1.1	5	CCC(C)C(=O)N1c2ccccc2C(=C2SC(C(=O)OC)=C(C(=O)OC)S2)C(=S)C1(C)C (stereo not given)
nt	nt	0	Cc1ccc(Cl)cc1NC(=S)N(Cc1cccnc1)Cc1ccccc1Cl
0.41	0.42	nt	O=C1CC(c2ccccc2)CN1S(=O)(=O)c1ccccc1 (stereo not given)
-1.1	-1.3	-7	CCn1c2ccccc2c2cc(CN3CCN(S(=O)(=O)CC)CC3)ccc21
-0.95	-0.48	-56	CCN(CC)S(=O)(=O)c1ccc(Cl)c(C(=O)Nc2ccc(Cl)cc2[N+](=O)[O-])c1
0.3	0.5	7	O=C(O)C1C2C=CC3(CN(Cc4ccccn4)C(=O)C13)O2 (stereo not given)
nt	nt	0	Cc1ccccc1C(=O)NC1CCN(CC(=O)Nc2ccc3c(c2)OCO3)CC1
1.4	1.8	nt	Cc1ccc(CNC(=O)COc2ccc(C)nc2[N+](=O)[O-])cc1
0.61	-0.18	0	O=C(C1=C(O)C(=O)N(CCCN2CCOCC2)C1c1ccccn1)c1cc2ccccc2o1 (stereo not given)
1.7	1.2	-18	CCOC(=O)CC1C(=O)NCCN1C(=O)Nc1ccc(Cl)cc1 (stereo not given)
-1.8	-0.85	0	O=C1/C(=C\c2ccc(Br)o2)Cc2ccccc21
0.97	0.95	12	COc1cc(NS(=O)(=O)c2ccc(NC(=O)c3ccc(C)o3)cc2)nc(OC)n1
0.13	-0.33	nt	CSC1=C(C#N)C(C)C2=C(CC(C)(C)CC2=O)N1 (stereo not given)
-0.92	-0.2	8	Cn1c2ccccc2n2c(=O)c(Cl)c(-c3ccccc3)c(C#N)c12
nt	nt	9	Cc1cccc(C)c1N1CCN(c2n[nH]c(N)n2)CC1
-0.9	-0.58	nt	Cc1oc(-c2ccc3c(c2)OCCO3)cc1C(=O)NC(CCC(=O)O)C(=O)O (stereo not given)
-0.07	1.3	68	COc1cccc(C(=O)Nc2cccc(C(=O)NC3=NN(c4c(Cl)cc(Cl)cc4Cl)C(=O)C3)c2)c1
0.26	0	nt	COc1ccc(C(=O)Nc2ccc3c(c2)Cc2ccccc2-3)cc1
0.75	0.66	-12	COc1cc(NC(=O)C2C3C=CC(C3)C2C(=O)O)c(OC)cc1Cl (stereo not given)
nt	nt	40	CC(c1n[nH]c(=S)n1-c1ccccc1)N1CCCCC1 (stereo not given)
-0.35	-0.25	-31	CCOC(=O)c1cc(-c2ccccc2)n(CCC(=O)N2CCN(c3ccc(OC)cc3)CC2)c1C
0.12	-0.11	18	CCCCN(C)C(=O)C1CCN(Cc2ccccn2)CC1
0.29	-0.08	-69	Cn1c(=O)[nH]c(=O)c2c1nc(OC(=O)c1ccccc1)n2CC(O)COc1ccccc1 (stereo not given)
0.67	0.73	nt	CCCCNC(=O)c1onc(CSc2ccccc2F)c1C(=O)O
0.18	-0.32	19	CCCCCNC(=O)C1CC=CCC1C(=O)O (stereo not given)
0.66	1.2	nt	Cc1cc(C(=O)CN2CCC(C)CC2)c(C)n1-c1ccc(F)cc1
0.63	0.48	9	O=C(Nc1ccc2c(c1)oc1ccccc12)N1CCOCC1

# Of the compounds above, two have two or more sulfur atoms:
sdo1 growth	sdo1 growth Rescue 24 h	Insulin prom inh	SMILES
1.5	0.85	nt	CCOC(=O)Cc1csc(SCC(=O)/C(C#N)=C(\C)N)n1
0.45	1.1	5	CCC(C)C(=O)N1c2ccccc2C(=C2SC(C(=O)OC)=C(C(=O)OC)S2)C(=S)C1(C)C (stereo not given)

# Structural class, the compounds so far with an aryl thioether with sulfur outside any ring
sdo1 growth	sdo1 growth Rescue 24 h	Insulin prom inh	SMILES
1.5	0.85	nt	CCOC(=O)Cc1csc(SCC(=O)/C(C#N)=C(\C)N)n1
0.67	0.73	nt	CCCCNC(=O)c1onc(CSc2ccccc2F)c1C(=O)O

# Remaining list, next part.
sdo1 growth	sdo1 growth Rescue 24 h	Insulin prom inh	SMILES
-1.1	-1	-334	CCC(=O)Nc1ccc(Cl)c(NC(=O)c2ccc(Br)o2)c1
-0.24	-1.2	nt	CCOC(=O)/C=C1\NC(C)(C)Cc2cc(OC)c(O)cc21
-0.48	-0.39	nt	Cc1ccc(-n2c(SCC(=O)NCc3ccco3)nc3nc4c(cc3c2=O)COC(C)(C)C4)cc1
-0.69	-0.13	4	COc1ccc(NC(=O)CSc2nnnn2-c2ccc(OC)cc2)cc1
0.33	0.06	12	CCN1C(=O)c2cccc3c(S(=O)(=O)Nc4c(C)n(C)n(-c5ccccc5)c4=O)ccc1c23
1	0.94	21	O=C(c1nn2c(C(F)(F)F)cc(-c3ccccc3)nc2c1Cl)N1CCOCC1
nt	nt	-60	COc1ccc(NC(=O)c2sccc2-n2cccc2)cc1
1.2	0.77	-13	C=CCNC(=S)NCCCCC1NC(=S)N(CC=C)C1=O (stereo not given)
-0.68	-0.53	nt	Oc1ccc(Nc2ncnc3scc(-c4ccccc4)c23)cc1
nt	nt	-50	COc1cccc(C(=O)NNC(=O)Cc2cccs2)c1
0.7	-0.09	-3	CCN(CCO)C(=O)C(c1ccccc1)c1ccccc1
-0.66	0.12	nt	CCOC(=O)c1cc(C)n(Cc2ccccc2)c1C
0.83	0.54	-15	Cc1ccc(C(C)C)c(OCCN)c1
0.16	-0.4	-34	CC(C)NC(=O)/C(=C\c1cccc([N+](=O)[O-])c1)NC(=O)c1ccccc1
1.1	0	58	Cc1cccc(C)c1OCc1nc2ccccc2[nH]1
-1.2	-0.86	nt	O=c1c(Cl)c(NCc2ccc(F)cc2Cl)cnn1C12CC3CC(CC(C3)C1)C2
-1	-0.96	-76	CC1CCN(S(=O)(=O)c2ccc(S(=O)(=O)NCc3ccco3)cc2)CC1
nt	nt	9	Cc1cccn2c(CNCCCn3ncc4ccccc43)c(C(=O)N3CCCCC3)nc12
-0.47	-0.14	11	CN(C)c1ccc(NS(=O)(=O)c2cc(Cl)ccc2Cl)cc1
0.3	0	nt	COc1ccc(Cl)cc1NC(=O)[C@@H]1CCCN1C(=O)c1cccs1
-1.1	-1	-16	COc1cc(NS(=O)(=O)c2ccc(NC(=O)/C(=C/c3ccccc3Cl)NC(=O)c3ccccc3)cc2)nc(OC)n1
-0.19	-0.65	-6	O=C(O)/C=C\C(=O)Nc1ccccc1C(=O)N1CCN(c2ccc(Cl)cc2)CC1
0.4	0.09	61	CC(C)Cc1cc(-c2ccco2)c(C#N)c(N)n1
0.27	1.1	-10	CC(=O)c1cnn(-c2nc3c(C)cccc3s2)c1C
0.73	0.31	-8	Cc1ccc(-c2c(C#N)c(N)n3c(nc4ccccc43)c2C#N)cc1
0.18	-0.53	nt	CCCCC(=O)Nc1cccc(NC(=S)NC(C)=O)c1
nt	nt	16	CCC(CC)C(=O)OCC(=O)Nc1cccc([N+](=O)[O-])c1
-0.16	-0.42	-306	Cc1ccc(C(=O)NCc2nnc(SCC(=O)Nc3sc4c(c3C#N)CCCC4)n2C)cc1
-0.39	-0.99	4	CCCCN=C1NC(=O)C(CC(=O)Nc2ccc(Cl)cc2)S1 (stereo not given)
2.2	1.8	19	COc1ccc(NC(=O)c2ccc(OC)cc2)cc1

# Later entries
sdo1 growth	sdo1 growth Rescue 24 h	Insulin prom inh	SMILES
-0.71	0.06	nt	C/C(=N\NC(=O)c1ccccc1F)c1ccc2c(c1)Nc1ccccc1S2
1	0.98	nt	O=C(NCc1ccccc1)C(=O)NCC(c1ccco1)N1CCOCC1 (stereo not given)
0.52	0.08	42	COc1ccc(C(=O)Nc2cccnc2)cc1OC
-0.18	-0.18	-57	CC(C)(Oc1ccc(Cl)cc1)C(=O)N(Cc1ccccc1)c1ccccn1
-2	-1.4	nt	Cc1ccc2[nH]c(=O)c3cc(C(=O)N(C)Cc4ccco4)sc3c2c1
-1.4	-0.97	-12	Cc1ccc(C2CC(C(F)F)n3ncc(C(=O)Nc4c(C)nn(Cc5c(F)cccc5Cl)c4C)c3N2)cc1 (stereo not given)
0.25	0.99	53	CC(OC(=O)c1cccs1)C(=O)NCc1ccccc1 (stereo not given)
nt	nt	47	Cc1ccccc1CSCc1ccc(C(=O)NCCCN2CCOCC2)o1
nt	nt	-12	O=C(NC1CC1)C1CCN(C2CCN(C(=O)Cc3ccc4c(c3)OCO4)CC2)CC1
nt	nt	-48	CCC(C)(C)NC(=O)CN(Cc1ccccc1Cl)C(=O)CCC(=O)Nc1cc(C)ccn1
nt	nt	-28	COc1ccc(S(=O)(=O)N(C)C)cc1NC(=O)COC(=O)CC1CCCC1
-0.89	0.44	-18	COc1ccc(CNC(=O)CCCn2c(SCC#N)nc3cc4c(cc3c2=O)OCO4)cc1
nt	nt	19	CCOc1ccc(S(=O)(=O)NCc2ccccc2)cc1C(N)=O
0.24	-0.16	42	O=C(CNC(=O)c1ccccc1)NCC(=O)OCC(=O)c1ccc(F)cc1
1.9	1.9	40	CCOC(=O)C1=C(C)NC(=O)C(C#N)C1c1ccco1 (stereo not given)
-0.49	-0.07	nt	O=S(=O)(c1ccc(N2CCCC2c2nc3ccccc3s2)nc1)N1CCOCC1 (stereo not given)
1.1	0.92	-7	CCOC(=O)NC1(C(F)(F)F)NC(=O)N(c2ccc(F)cc2)C1=O (stereo not given)
nt	nt	11	CCN(CC)C(=O)COc1ccc(/C=C(\C#N)S(=O)(=O)c2ccccc2)cc1OC
0.25	-0.27	nt	Cc1ccccc1-n1c(=O)cc(N2CCc3ccccc32)[nH]c1=O
-0.51	-0.18	21	Cc1ccccc1OCC(=O)NNC(=O)c1ccc(-c2ccccc2)cc1
-0.19	-0.99	-35	CCN1CCN(CC(=O)c2c(C)n(C)c3ccc(OC)cc23)CC1
1.3	1.2	nt	O=C(O)CNC(=O)c1ccc2c(c1)OCCO2
-0.21	0.94	nt	COc1cc(NC(=O)c2cc(-c3cccnc3)nc3ccc(C)cc23)c(OC)cc1Cl
nt	nt	-100	Cc1ccc(/C=N/NC(=O)c2cc(-c3cccnc3)nc3ccccc23)cc1
-0.69	-2	-50	O=C(CSc1nc2ccccc2c(=O)n1-c1ccc(F)cc1F)Nc1ccc(N2CCOCC2)cc1
-0.53	-1.1	-21	Cc1ccc(S(=O)(=O)n2nc(C)c(Br)c2C)c(C)c1C
nt	nt	18	Cn1nnnc1SCC(=O)Nc1cc(S(=O)(=O)N2CCCC2)ccc1Cl
0.11	0.35	24	COc1cccc(S(=O)(=O)NCc2ccc(C(=O)NCC3CCCO3)cc2)c1 (stereo not given)
-0.61	0.01	-64	COc1ccc(OC)c(NC(=O)CSCc2cnn(-c3ccccc3)c2-n2cccc2)c1
-1.3	-1.1	nt	C=C(C)c1cccc(C(C)(C)NC(=O)Nc2ccc(Cl)cn2)c1

# Further records follow.
sdo1 growth	sdo1 growth Rescue 24 h	Insulin prom inh	SMILES
-0.37	-1	-75	O=C(CC1NCCNC1=O)Nc1ccc(Oc2ccccc2)cc1 (stereo not given)
nt	nt	0	COc1cc(C(=O)NCc2nnc(SCC(=O)N3CCOCC3)o2)cc(OC)c1OC
0.33	-0.33	-91	CCOC(=O)C(OC(=O)c1sc(=S)n(C)c1C)C(C)=O (stereo not given)
0.5	0.29	-41	CC(=O)c1cccc(NC(=O)C(OC(=O)c2cccs2)c2ccccc2)c1 (stereo not given)
0.29	-0.27	0	O=[N+]([O-])C1=C(Nc2cccc3ccccc23)CS(=O)(=O)C1
-0.25	0.97	17	FCCCOc1ccc(-c2nccc(-c3ccc(Br)cc3)n2)cc1
-1.1	-0.86	-69	O=C(CSc1nnc(-c2cnccn2)n1Cc1ccco1)c1ccccc1
-0.43	-0.61	-14	O=C(c1cccs1)[C@@H]1[C@@H]2C(=O)N(Cc3ccc4c(c3)OCO4)C(=O)[C@@H]2C2c3ccccc3C=CN21 (stereo not given in full)
2	1.7	0	CC(OC(=O)C1CC(O)CN1S(=O)(=O)c1ccccc1[N+](=O)[O-])C(=O)N1CCCCC1 (stereo not given)
0.98	3	-33	COC(=O)c1cccc(NC(=O)c2ccc3c(c2)C(=O)N(CC2CCCO2)C3=O)c1 (stereo not given)
0.18	0.13	nt	Cc1cc(NC2CCCCC2)nc(N2CCOCC2)n1
-0.79	-0.45	nt	Cc1cc(C)c2cc(CN(Cc3ccco3)C(=O)NCc3ccccc3)c(=O)[nH]c2c1
1	0.55	68	Cc1nc(C)c(C(=O)OCC(=O)N2CCN(c3ccccc3)CC2)s1
nt	nt	28	Cc1c(N2C(=O)C(=O)/C(=C(/O)c3ccc(Br)cc3)C2c2cccnc2)c(=O)n(-c2ccccc2)n1C (stereo not given)
nt	nt	48	O=C(Nc1cccc(Cl)c1)OCc1cn(-c2ccccc2)nn1
0.07	-0.55	-20	Cc1cc2nc(C)n(CCCNC(=O)Nc3ccccc3)c2cc1C
-0.58	-0.6	nt	Cc1cc(C)c(C(N)=O)c(SCC(=O)c2cc(C)c(C)cc2C)n1

# Screening data as filed in PubChem BioAssay.
